rCAG binder = r(CAG) repeat RNA binding. TO-PRO-1 dye displacement fluorescence. inhibition, % at 3 µM. AID 651821. 370,000 compounds, 1.3% hits;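 active = inhibition above the plate cutoff, the mean of all test compounds on that plate plus 3 SD, cut at about 35% in these data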;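 also: 0% = DMSO alone and 100% = 100 µM mitoxantrone as full dye displacement; higher means more dye released from RNA so lower well fluorescence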
TCR CD3 inh = blocks the human TCR-CD3 interaction; TAMRA-labeled TCR probe fluorescence, biochemical; inhibition, % at 9.4 µM; 360,000 compounds, 0.37% hits; in the data active = inhibition above about 19%;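 also: recombinant mutant TCR 2C K166C tagged with TAMRA read by polarization; 0% = receptor in buffer alone and 100% = receptor with positive control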
UHRF1 MBD2 ctr = UHRF1 methyl-DNA binding inhibition. inhibition, % at 4.4 µM. 370,000 compounds, 0.75% hits. UHRF1 binding to methylated oligo, TR-FRET; in the data active = inhibition above about 21%;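 also: UHRF1 SRA domain binding a hemimethylated CpG hairpin DNA probe; 0% = median of test compound wells and 100% = reference inhibitor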
ABHD4 inh = inhibits mouse alpha/beta hydrolase domain 4; Q8VD66; 370,000 compounds, 0.54% hits; purified mABHD4, FP-Rh probe fluorescence polarization; inhibition, % at 8.92 µM; AID 720543;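 active = inhibition exceeding the mean over every tested compound plus 3 SD, cut at about 30% in these data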;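 also: 0% = plate median of compound wells and 100% = S159A mutant with DMSO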
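assay system = mABHD4 protein | compound dosing = single nominal dose of 8.92 µM, 0.89% DMSO final | read-out basis = percent inhibition of probe binding, normalized to plate controls | schedule = Enzyme–compound pre-incubation 45 min, then probe 60 min, both 25 °C | detection = fluorescence polarization, excitation 525 nm, emission 598 nm, BODIPY TMR filters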
HTRA1 inhibitor = HTRA1 (human) protease inhibition. inhibition, % at 5.96 µM. recombinant HTRA1, FP-rhodamine activity-based probe, fluorescence polarization. AID 504803. 340,000 compounds, 0.5% hits. Q92743; in the data active = inhibition above about 36%;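 also: 0% = enzyme with DMSO and 100% = wells lacking enzyme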
PRMT1 FP inh = PRMT1 (human) inhibition, primary screen. Q99873. recombinant PRMT1, activity-based probe fluorescence polarization. inhibition, % at 2.79 µM. 370,000 compounds, 1.3% hits;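 active = inhibition above about 21% made by adding two undisclosed values, limit read from the data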
NPR2 activator = GC-B (human) receptor activation; P20594; HEK293-GC-B cells, CNP EC30, cGMP TR-FRET; 0% at EC30 CNP, 100% saturating CNP; activation, % at 10 µM; 370,000 compounds, 0.11% hits;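 active = activation at 10 µM reaching about 35% in either raw or pattern-adjusted values, limit read from the data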
GC-A act = GC-A (human) enzyme activation; 370,000 compounds, 0.14% hits; activation, % at 10 µM; AID 1671463; HEK293 GC-A cells, cGMP TR-FRET, EC30 ANP; 0% at EC30 ANP, 100% saturating ANP; in the data active = activation above about 40%
Target sequence (P16066 whole entry, looked up): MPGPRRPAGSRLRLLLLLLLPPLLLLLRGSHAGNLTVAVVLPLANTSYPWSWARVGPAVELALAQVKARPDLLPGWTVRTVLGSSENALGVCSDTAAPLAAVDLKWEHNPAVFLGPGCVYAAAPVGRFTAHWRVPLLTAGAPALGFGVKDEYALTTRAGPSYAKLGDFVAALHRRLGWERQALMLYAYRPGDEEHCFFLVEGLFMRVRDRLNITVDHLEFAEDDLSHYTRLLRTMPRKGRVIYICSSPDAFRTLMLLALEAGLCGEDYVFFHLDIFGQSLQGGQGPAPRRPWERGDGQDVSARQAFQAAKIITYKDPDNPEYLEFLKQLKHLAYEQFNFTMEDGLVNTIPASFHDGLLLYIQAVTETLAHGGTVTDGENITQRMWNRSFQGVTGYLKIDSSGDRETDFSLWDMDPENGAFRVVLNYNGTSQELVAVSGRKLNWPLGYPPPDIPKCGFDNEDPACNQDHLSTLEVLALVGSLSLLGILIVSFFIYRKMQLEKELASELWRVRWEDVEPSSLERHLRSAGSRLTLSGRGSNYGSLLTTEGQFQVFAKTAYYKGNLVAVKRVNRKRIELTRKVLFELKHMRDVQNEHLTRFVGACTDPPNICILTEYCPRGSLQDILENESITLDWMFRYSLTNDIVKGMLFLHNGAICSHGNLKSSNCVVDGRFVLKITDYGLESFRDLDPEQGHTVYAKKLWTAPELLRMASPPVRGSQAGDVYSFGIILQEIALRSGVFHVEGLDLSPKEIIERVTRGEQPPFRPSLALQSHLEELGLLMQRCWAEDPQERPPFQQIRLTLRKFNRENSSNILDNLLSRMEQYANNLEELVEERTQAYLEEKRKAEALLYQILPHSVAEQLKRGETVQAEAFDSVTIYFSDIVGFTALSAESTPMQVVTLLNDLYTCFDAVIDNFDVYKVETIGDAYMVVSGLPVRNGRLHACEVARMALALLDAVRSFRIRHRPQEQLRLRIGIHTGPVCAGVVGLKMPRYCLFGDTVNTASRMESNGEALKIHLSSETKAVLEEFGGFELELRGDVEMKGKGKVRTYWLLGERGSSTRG
SIAE primary = blocks human sialic acid acetylesterase; inhibition, % at 9.66 µM; AID 1053197; SIAE FP-Rh probe binding, fluorescence polarization; 370,000 compounds, 0.69% hits;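 active = inhibition above a cutoff: mean of compounds within the control limits plus 3 SD of those, cut at about 17% in these data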;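 also: 0% = plate median of compound wells and 100% = probe without SIAE protein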
MBD2 DNA inh = blocks human MBD2 binding to methylated DNA | 370,000 compounds, 0.31% hits | Q9UBB5 | TR-FRET, MBD2 binding to methylated oligonucleotide | inhibition, % at 4.4 µM; in the data active = inhibition above about 13%
An asterisk follows results filed as active; / = not tested or not shown. The list is partial, so the mix of outcomes need not match the whole.

Values run as follows: ABHD4 inh	UHRF1 MBD2 ctr	PRMT1 FP inh	rCAG binder	GC-A act	MBD2 DNA inh	SIAE primary	HTRA1 inhibitor	TCR CD3 inh	NPR2 activator
CCOc1ccc(NC(=S)N2CCN(S(=O)(=O)c3ccc(C)cc3)CC2)cc1
  2	2	1	-1	0	-7	10	-9	7	4
Cn1c(=O)c2c(nc(SCc3ccc(C(=O)O)cc3)n2C)n(C)c1=O
  -17	0	-3	3	3	-4	1	1	-6	2
CS(=O)(=O)c1cccc(C(=O)OCC(=O)c2ccc3c(c2)OCCO3)c1
  -5	5	3	2	2	2	-3	-4	4	-3
CC(=O)N(C)c1ccc(NS(=O)(=O)Cc2ccccc2)cc1
  -1	0	0	2	-1	-6	2	1	6	7
COc1cc(C(=O)NCc2ccc3c(c2)cc(C)n3C)cc(OC)c1OC
  -3	-2	-2	-3	0	3	2	3	5	-4
CCN1C(=O)[C@@H]2[C@@H](c3ccc(-c4ccc(C(C)=O)cc4)c(OC)c3)N3CCCC[C@@]3(C(=O)OC)[C@@H]2C1=O
  6	-1	-2	1	-3	3	-4	-1	3	-9
O=C(CCCc1ccccc1)N1CCN(C2CCCCC2)CC1
  2	2	-1	-12	4	4	-2	5	6	0
COC1=C(OC)c2ccccc2C(C(=O)O)N/C1=C(/C)Nc1ccncc1 (stereo not given)
  1	0	-2	4	0	3	7	-2	8	4
Cn1c(=O)n(C)c2cc(/C=C3/NC(=O)N(Cc4ccccc4)C3=O)ccc21
  -7	-2	3	9	2	1	-3	-4	1	9
Cc1c(NC(=O)/C(C#N)=C/c2ccc(-c3ccc(Cl)cc3)o2)c(=O)n(-c2ccccc2)n1C
  0	22*	0	-1	6	8	-1	-16	5	10
CCOc1cc(-c2cc(-c3ccc(C)o3)nc(N)c2C#N)ccc1O
  -16	-2	1	8	6	-2	-9	-20	2	29
CCc1cc(-c2n[nH]c(C)c2-c2ccccc2Cl)c(O)cc1OC
  -3	-3	-6	5	-6	-5	8	17	2	2
O=C(N/N=C/c1ccc(OC(=O)c2cccs2)cc1)c1ccccn1
  -6	0	2	-3	-3	-1	-5	5	-4	1
CC(C)(C)c1ccc(OC(=O)CN2C(=O)C3C4CCC(C4)C3C2=O)cc1 (stereo not given)
  -1	-2	-1	-7	-1	4	-6	-3	7	-3
CCC(C)N1CCNCC1 (stereo not given)
  -7	4	1	1	-1	9	1	6	-3	3
CC1CCCC(NC(=O)CSc2n[nH]c(=O)n2Cc2ccccc2)C1C (stereo not given)
  4	1	0	1	2	-1	-1	/	-1	-2
C/C(=N\NC(=O)C1CC1)c1ccc(Cl)c(Cl)c1
  -8	-3	2	1	-3	-2	0	-5	0	-9
Cc1ccc2[nH]c(=O)c(-c3nc4ccccn4c3NCc3ccco3)cc2c1
  8	-4	3	5	-1	-3	1	5	-4	-2
S=c1[nH]c2cc3ccccc3cc2[nH]1
  4	-3	4	1	2	1	7	7	11	2
O=C(CSc1nnc(-c2ccco2)o1)NCCc1ccccc1
  0	-1	-6	5	-1	-5	-2	-3	4	3
Cc1ccc(N=C(NO)c2cnccc2C(F)(F)F)c(C)c1
  -4	1	3	-1	-3	-1	-3	3	-1	-3
CCOc1ccc(-c2nc(CCl)cs2)cc1OC
  -4	1	8	0	0	1	-5	1	-4	0
Cc1cccc(C)c1OCc1cccc(C2Nc3ccccc3C(=O)N2Cc2ccco2)c1 (stereo not given)
  -22	-2	18	/	-8	3	-6	/	/	-3
O=c1cc(CN2CCN(c3ccccc3)CC2)nc2scc(-c3ccccc3)n12
  0	1	-5	5	0	-1	8	-2	1	-5
CC(C)CCNC(=O)CN(C(=O)Cn1nnc(-c2ccc(F)cc2)n1)C1CCCC1
  5	1	0	-3	0	-4	-5	2	-6	1
CCOC(=O)c1cc(-c2ccccc2)n(CC(=O)NC(C)(C)C)c1C
  -3	-6	0	-4	-5	-7	2	-4	6	0
COc1ccccc1NS(=O)(=O)c1ccc2oc(=S)[nH]c2c1
  0	-1	13	7	0	-2	3	4	5	4
N#Cc1nc(-c2ccccc2)oc1NCCN1CCCCC1
  -2	-2	-3	-6	-4	0	2	3	5	5
O=C(c1ccc(C(F)(F)F)cc1)C1CCCN(C(=O)c2csnn2)C1 (stereo not given)
  1	0	-2	-4	0	-2	-3	6	0	5
Brc1cccc(-c2nc(-c3ccncc3)no2)c1
  -6	1	-1	-1	-2	1	1	3	2	-8
COc1ccc(CC(NC(C)=O)C(=O)NC2CCN(C(=O)c3cc(OC)c(OC)c(OC)c3)CC2)cc1 (stereo not given)
  1	-1	0	-6	0	3	-4	1	2	4
Cc1cccc(C)c1NC(=O)C(c1ccccc1)n1c(=O)c(-c2cc3ccccc3[nH]2)nc2ccccc21 (stereo not given)
  -52	-3	-3	16	1	0	-56	/	-2	-1
CC(NC(=O)c1ccc(Cl)c(S(=O)(=O)NC2CC2)c1)c1ccco1 (stereo not given)
  -3	3	-3	4	0	-1	2	-3	-2	-1
CC[C@H](C)C(=O)N[C@H]1CCCN1C(=O)/C=C/c1ccccc1
  8	1	1	-2	0	-1	-5	-1	11	-3
O=C(Nc1ccccc1Cl)N1CCN(c2ccc3nnc(-c4ccc(F)cc4)n3n2)CC1
  -5	-18	0	6	2	1	-6	-14	-5	-10
COc1cc(OC)cc(-c2cc(N)n(S(=O)(=O)c3cccc4nsnc34)n2)c1
  -5	-2	0	12	-29	-2	-1	-6	3	-15
Cc1ccc(S(=O)(=O)N2CCCCC2)cc1C(=O)NCc1ccc(S(N)(=O)=O)cc1
  -3	0	4	2	-2	1	1	3	-8	11
CC(=O)Nc1c(C)ccc(S(N)(=O)=O)c1C
  2	1	3	0	2	0	2	7	2	-3
Cn1ncc(Cl)c1C(=O)N1CCN(S(=O)(=O)c2cccs2)CC1
  -3	4	4	-2	4	5	5	1	3	4
CC1=CC(=C(C#N)C#N)C=C(C)N1Cc1ccccc1
  4	-2	-3	-1	-2	-1	5	-1	7	3
Cc1ccc(S(=O)(=O)NC(CC(=O)N2CCc3ccccc32)c2ccco2)cc1 (stereo not given)
  -3	-1	-1	3	-1	-2	0	-12	2	3
N#CCC(=N)N1CCN(c2ccccc2)CC1
  -9	2	-1	0	-3	0	6	-3	-4	0
CCCCCC(=O)NC(=S)Nc1ccc(Br)cc1C
  -9	4	-2	3	1	-1	-22	8	-8	3
S=c1nc(SCc2ccccc2)[nH]c2ccccc12
  -6	-2	4	22	26	3	-5	-13	-2	5
O=c1[nH]c2ccccc2cc1-c1nnn(-c2ccccc2)n1
  9	0	1	8	-2	-2	5	4	6	-3

A draw from above in order of length of the SMILES, lowest first:
Values run as follows: ABHD4 inh	UHRF1 MBD2 ctr	PRMT1 FP inh	rCAG binder	GC-A act	MBD2 DNA inh	SIAE primary	HTRA1 inhibitor	TCR CD3 inh	NPR2 activator
CCCCCC(=O)NC(=S)Nc1ccc(Br)cc1C
  -9	4	-2	3	1	-1	-22	8	-8	3
O=C(Nc1ccccc1Cl)N1CCN(c2ccc3nnc(-c4ccc(F)cc4)n3n2)CC1
  -5	-18	0	6	2	1	-6	-14	-5	-10
Cc1ccc(S(=O)(=O)N2CCCCC2)cc1C(=O)NCc1ccc(S(N)(=O)=O)cc1
  -3	0	4	2	-2	1	1	3	-8	11

Continued:
Values run as follows: ABHD4 inh	UHRF1 MBD2 ctr	PRMT1 FP inh	rCAG binder	GC-A act	MBD2 DNA inh	SIAE primary	HTRA1 inhibitor	TCR CD3 inh	NPR2 activator
Nc1nc(SCC(=O)Nc2cc(S(=O)(=O)N3CCOCC3)ccc2Cl)n[nH]1
  1	5	-2	1	1	0	5	1	4	0
CCCCOc1cccc(C(=O)NC(=S)Nc2cccnc2)c1
  -5	0	-1	0	-1	5	-2	-19	-4	0
O=C(CN(Cc1ccccc1)S(=O)(=O)c1ccc2c(c1)OCCO2)N/N=C/c1cccc(Br)c1
  -34	-3	-5	4	3	1	-48	-94	-1	2
CCOc1ccc(CN(C)C(=O)CN2C(=O)NC(c3ccccc3)(c3ccccc3)C2=O)cc1
  1	-1	-2	3	0	2	-4	-28	-5	-4
CN(c1ccc(OCC(=O)Nc2nc(-c3ccccc3)cs2)cc1)S(=O)(=O)c1ccc(F)cc1
  -46	-3	0	13	1	-4	-41	-40	-2	2
Cc1cc(C(O)c2ncc(-c3ccccc3F)[nH]2)ccc1F (stereo not given)
  -1	-1	-4	2	3	-2	3	/	1	2
COc1ccc(O)c(-c2cc(-c3ccccc3[N+](=O)[O-])[nH]n2)c1
  0	5	0	6	-4	4	-1	-5	-1	-4
CN1CCN(/N=C/c2ccc(N(C)c3ccccc3)cc2)CC1
  3	-3	2	-4	-2	2	2	7	1	3
CCCN1Cc2cccc(C(=O)Nc3ccc(C)cc3)c2C1=O
  -19	6	5	-2	8	6	-10	-2	-9	-19
CC(Oc1cc2oc(=O)c3c(c2cc1Cl)CCCC3)C(=O)NCc1ccncc1 (stereo not given)
  3	-2	-3	-3	-14	-5	-3	4	4	-13
CCOc1cc(-c2noc(-c3ccncc3)n2)cc(Br)c1OC
  0	0	-2	-1	-12	-5	5	3	6	-2
O=C(O)c1ccc(S(=O)(=O)N2CCCc3ccccc32)cc1
  -3	3	-2	2	-1	-1	6	0	-5	1
CN(C)c1ccc(P(=O)(OC2CCCCC2)C(O)c2cccnc2)cc1 (stereo not given)
  3	0	0	-7	3	1	5	4	1	1
Cc1nonc1NC(=O)CSc1nnnn1-c1ccccc1
  -6	-4	-3	1	-1	-5	15	12	2	2
Cc1ccc(NC(=O)Cc2nc(CCl)cs2)cc1
  5	-1	0	10	2	-4	-4	-9	6	2

Bioassay records as filed in PubChem.
